High-throughput results (PubChem BioAssay)
Abeta yeast res: A-beta toxicity reversal in yeast; yeast expressing A-beta42, growth rescue, OD600, 48 h; response scale: 0% DMSO, 100% iron-clioquinol control; Potency, µM (doses to about 46.1 µM), for inactives: at the highest dose growth rescue, hits mostly activators; actives 0.063% (n = 410,000); AID 1347071; note: potency is the fitted concentration of half-maximal effect; nearly all actives have a fitted effect of over 55% in size
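Yeast A-beta toxicity model in growth medium with pinned compounds, 48 h at 30 C; growth read as absorbance at 600 nm. Normalized to FeCl3/clioquinol equimolar mix (positive) and DMSO (negative).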
PLK1 PBD inh: inhibitors of human PLK1 polo-box domain binding; P53350; AID 720504; actives 2.8% (n = 360,000); Potency, µM, for inactives: max response, negative = inhibition, most hits filed as inhibitors; Plk1 PBD binding of FITC phosphopeptide, fluorescence polarization; note: potency is the fitted concentration of half-maximal effect; series mostly up to about 57 µM; % is set by controls: 0 for no effect and ±100 for the full control effect; nearly all actives have a fitted effect of over 65% in size
Target sequence (P53350 whole entry, looked up, the tested form may be a part): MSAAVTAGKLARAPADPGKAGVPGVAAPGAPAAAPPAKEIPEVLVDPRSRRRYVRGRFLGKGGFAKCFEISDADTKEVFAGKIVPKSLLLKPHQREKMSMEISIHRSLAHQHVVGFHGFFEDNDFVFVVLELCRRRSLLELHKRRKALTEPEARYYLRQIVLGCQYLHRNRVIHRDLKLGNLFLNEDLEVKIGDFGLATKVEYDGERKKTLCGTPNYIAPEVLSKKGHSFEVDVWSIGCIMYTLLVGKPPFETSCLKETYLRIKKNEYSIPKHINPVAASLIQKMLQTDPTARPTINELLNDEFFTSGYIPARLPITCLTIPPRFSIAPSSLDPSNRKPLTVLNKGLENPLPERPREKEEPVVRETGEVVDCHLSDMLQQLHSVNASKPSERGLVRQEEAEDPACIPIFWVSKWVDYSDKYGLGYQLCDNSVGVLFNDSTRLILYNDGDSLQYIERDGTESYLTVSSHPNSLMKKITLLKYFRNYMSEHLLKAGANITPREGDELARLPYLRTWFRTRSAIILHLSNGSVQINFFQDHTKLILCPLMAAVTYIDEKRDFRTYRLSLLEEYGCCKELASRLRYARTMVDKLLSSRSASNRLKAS
WRN helicase inh: WRN helicase (human) inhibition; WRN helicase unwinding, fluorescent forked duplex, kinetic; AID 651768; Potency, µM (series often up to 114 µM), for inactives: top-dose activity change, negative = inhibition, most hits filed as inhibitors; Q14191; actives 0.46% (n = 360,000); note: potency is the fitted concentration of half-maximal effect; % is set by controls: 0 for no effect and ±100 for the full control effect; nearly all actives have a fitted effect of over 55% in size
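Screening of the MLSMR collection measured strand separation of a quenched forked DNA duplex (100 nM) by 20 nM WRN with 2 mM ATP, all final. Compounds were preincubated with enzyme 15 min at room temperature.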
FUS yeast rescue: rescues growth of FUS-expressing yeast. S. cerevisiae FUS-expressing, growth rescue, OD600, 24 h. Potency, µM (highest dose often 76.6 µM), for inactives: at the top dose growth rescue (activation), usual class: activators. actives 0.24% (n = 390,000). AID 1347120;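 note: potency is the fitted concentration of half-maximal effect; plate controls were DMSO vehicle for no effect and reference control for full effect; nearly all actives have a fitted effect of over 55% in size; some results filed as inactive show a strong effect at the top dose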
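Toxicity suppression screen in FUS-yeast. Cells induced with 2% galactose, starting OD 0.005, treated 24hr at 30C with compounds at multiple final concentrations; growth by OD600.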
EPAC1 agonist: agonists of human EPAC1; EPAC1 agonist qHTS, biochemical assay; response scale: 100% = response to 6.5 mM cAMP; Potency, µM (highest dose often 154 µM), for inactives: top-dose activation, usual class: activators; actives 0.073% (n = 360,000); note: potency is the fitted concentration of half-maximal effect; nearly all actives have a fitted effect of over 60% in size
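Compounds were pinned as a concentration titration into mixtures of EPAC1 (100 nM), BODIPY-GDP-loaded Rap1B (250 nM) and GDP (50 uM). After 5 min at room temperature, fluorescence was followed for 30 min; activity was scaled to 6.5 mM cAMP.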
PI5P4K alpha inh: blocks human PI5P4K alpha kinase activity. PI5P4Kalpha enzyme, ADP-Glo luminescence, 60 min; active compounds read low. actives 1.2% (n = 330,000). max response, %. P48426; active = max response of -50% or lower; inconclusive = between -30% and -50%; inactive = -30% or higher; note: value at the top dose of about 77 µM; % is set by controls: 0 for no effect and ±100 for the full control effect
Target sequence (P48426 whole entry, looked up): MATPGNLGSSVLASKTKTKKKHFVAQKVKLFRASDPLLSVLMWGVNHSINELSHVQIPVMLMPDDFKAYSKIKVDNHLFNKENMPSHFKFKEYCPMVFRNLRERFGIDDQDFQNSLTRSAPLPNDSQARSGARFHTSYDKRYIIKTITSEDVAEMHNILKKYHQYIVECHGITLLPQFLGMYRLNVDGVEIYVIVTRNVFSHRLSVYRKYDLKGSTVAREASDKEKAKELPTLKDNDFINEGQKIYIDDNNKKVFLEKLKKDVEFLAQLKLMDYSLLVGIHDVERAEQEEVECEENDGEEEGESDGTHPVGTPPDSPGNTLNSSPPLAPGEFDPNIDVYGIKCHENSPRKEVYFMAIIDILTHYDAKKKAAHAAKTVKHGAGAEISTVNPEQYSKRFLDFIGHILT
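Quantitative HTS of the MLSMR library against PI5P4Kalpha with substrate. ATP added last at 5 microM final; room temperature, 60 minutes. Remaining ATP depleted, ADP converted and read as luminescence.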
EPAC1 antag: antagonists of human EPAC1. O95398. EPAC1 GEF assay, Rap1b-BODIPY-GDP exchange fluorescence. Potency, µM (series often up to 115 µM), for the others: top-dose activity change, negative = inhibition, hits mostly inhibitors. actives 0.14% (n = 360,000);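 note: potency is the fitted concentration of half-maximal effect; plate controls were vehicle for no effect and positive control for full effect; nearly all actives have a fitted effect of over 50% in size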
IL-2 act: activates IL-2 in a cell-based reporter assay; AID 652025; activation, % (series mostly up to about 46 µM); actives 0.065% (n = 360,000); IL-2 activation reporter assay, cell-based qHTS; stimulated with anti-CD3/CD4/CD28 beads; in transgenic mouse T cells; in the data active = activation above about 50%; inconclusive = mostly about 30% to 49%; note: 0% is about no effect
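First, unstimulated transgenic mouse T cells were exposed to compound for 60 min. Next, anti-CD3/anti-CD4-coated beads with anti-CD28 were added. Finally, after 18 h at 37 degrees C, EGFP and DsRed were imaged.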
* = called active by the depositor; & = joins results of further samples; [ ] = dose if it differs, or a comment. Unless noted, calls come from the whole dose curve; as a rule, active = well fitted curve in the direction sought with a large enough effect; inconclusive = small, poorly fitted or top-dose-only effect, or another doubt; inactive = no such curve, though single readings can be large; an effect the other way counts as inactive or inconclusive.

Screening COC(=O)c1cc(S(=O)(=O)NCc2ccc3c(c2)OCO3)cn1C returned Abeta yeast res 7%, PLK1 PBD inh -10%, WRN helicase inh -2%, FUS yeast rescue -5%, EPAC1 agonist 6%, PI5P4K alpha inh -3, EPAC1 antag 3% and IL-2 act 3.2.
Screening O=C(CCC1CCCN(C(=O)C2CCCC2)C1)NCc1ccc(F)c(F)c1 (stereo unspecified) returned Abeta yeast res 11%, PLK1 PBD inh -6%, WRN helicase inh 1%, FUS yeast rescue 16%, EPAC1 agonist 5%, PI5P4K alpha inh -6, EPAC1 antag 5% and IL-2 act -1.0.
Cc1ccc(-c2nn(-c3ccccc3)cc2C(=O)NCCCN2CCCC2=O)cc1 was read as Abeta yeast res 1%, PLK1 PBD inh inconclusive, WRN helicase inh -3%, FUS yeast rescue 3%, EPAC1 agonist -18%, PI5P4K alpha inh -4, EPAC1 antag 4% and IL-2 act 0.8.
For Oc1ccc(-c2onc(C(F)(F)F)c2-c2cscn2)c(O)c1 the results were Abeta yeast res 10%, PLK1 PBD inh -1%, WRN helicase inh -11%, EPAC1 agonist -3%, PI5P4K alpha inh 11, EPAC1 antag 1% and IL-2 act -4.3.
Screening CCOC(=O)c1cccc(NC(=O)c2ccccc2C)c1 returned Abeta yeast res 6%, PLK1 PBD inh -4%, WRN helicase inh -8%, FUS yeast rescue -28%, EPAC1 agonist 8%, PI5P4K alpha inh 0, EPAC1 antag 1% and IL-2 act 1.3.
For O=S(=O)(N/N=C1/CCCc2ccccc21)c1ccc(Br)cc1 the results were Abeta yeast res 15%, PLK1 PBD inh -12%, WRN helicase inh 3%, FUS yeast rescue 14%, EPAC1 agonist 13%, PI5P4K alpha inh 2, EPAC1 antag 4% and IL-2 act -2.3.
`O=C(COC(=O)/C=C/c1ccc2ccccc2n1)NNC(=O)c1ccc([N+](=O)[O-])cc1` gave Abeta yeast res -10%, PLK1 PBD inh -10%, WRN helicase inh -14%, FUS yeast rescue -6%, EPAC1 agonist -5%, PI5P4K alpha inh -3, EPAC1 antag 2% and IL-2 act -2.1.
For CC(Sc1nnc(-c2ccccc2)c(-c2ccccc2)n1)C(=O)N1CCc2ccccc21 (stereo unspecified) the results were Abeta yeast res -5%, PLK1 PBD inh -16%, WRN helicase inh -18%, FUS yeast rescue inconclusive, EPAC1 agonist 9%, PI5P4K alpha inh 2, EPAC1 antag -3% and IL-2 act 0.0.
Screening COc1ccc(CNC(=O)C[C@H]2C[C@H](C(=O)N3CCOCC3)[C@@]3(CCC4CCCC4)c4[nH]c5cc(CCC(=O)N(C)C)ccc5c4CCN3C2=O)cc1OC returned Abeta yeast res 7%, PLK1 PBD inh -7%, WRN helicase inh -5%, FUS yeast rescue inconclusive, EPAC1 agonist 1%, PI5P4K alpha inh -5, EPAC1 antag -16% and IL-2 act 0.0.
Screening O=C(Nc1cc(C(F)(F)F)ccc1N1CCCCC1)c1ccc(Br)o1 returned Abeta yeast res -5%, PLK1 PBD inh -3%, WRN helicase inh -1%, FUS yeast rescue 5%, EPAC1 agonist 8%, PI5P4K alpha inh 4, EPAC1 antag -5% and IL-2 act -2.8.
COc1ccc(C2CC(c3cccs3)=NN2C(=O)CCl)cc1OC (stereo unspecified) was read as Abeta yeast res -4%, PLK1 PBD inh -28%, WRN helicase inh 3%, FUS yeast rescue 25%, EPAC1 agonist 7%, PI5P4K alpha inh 8, EPAC1 antag inconclusive and IL-2 act -3.1.
O=C(Nc1ccc(OC(F)(F)C(F)F)c(NC(=O)c2ccc(F)cc2)c1)c1ccc(F)cc1 was read as Abeta yeast res 5%, PLK1 PBD inh 1%, WRN helicase inh 3%, FUS yeast rescue 35%, EPAC1 agonist -7%, PI5P4K alpha inh -2, EPAC1 antag 12% and IL-2 act -1.6.
Screening COCCCNc1ccn2nc(-c3ccc(Cl)cc3)cc2n1 returned Abeta yeast res 17%, PLK1 PBD inh 3%, WRN helicase inh -5%, FUS yeast rescue 9%, EPAC1 agonist -2%, PI5P4K alpha inh 4, EPAC1 antag -8% and IL-2 act 1.2.
For C[C@@H](Oc1ccccc1)c1nnn(Cc2ccccc2)c1-c1c([C@@H](C)Oc2ccccc2)nnn1Cc1ccccc1 the results were Abeta yeast res 0%, PLK1 PBD inh -10%, WRN helicase inh -2%, FUS yeast rescue 4%, EPAC1 agonist -7%, PI5P4K alpha inh 6, EPAC1 antag -8% and IL-2 act -2.7.
For O=C(c1ccc(CNS(=O)(=O)c2ccccc2)cc1)N1CCN(c2ccccn2)CC1 the results were Abeta yeast res 7%, PLK1 PBD inh 0%, WRN helicase inh 10%, FUS yeast rescue 6%, EPAC1 agonist 2%, PI5P4K alpha inh -5, EPAC1 antag 7% and IL-2 act 0.3.
CCN(CC)S(=O)(=O)c1ccc(Oc2ccc(S(=O)(=O)N(CC)CC)cc2)cc1 was read as Abeta yeast res 19%, PLK1 PBD inh -4%, WRN helicase inh -3%, FUS yeast rescue 24%, EPAC1 agonist 11%, EPAC1 antag -5% and IL-2 act -2.1.
For Cn1c(CC(=O)Nc2ccccc2Cl)nnc1SCC(=O)Nc1nncs1 the results were Abeta yeast res -23%, PLK1 PBD inh -10%, WRN helicase inh 2%[57.1 µM], FUS yeast rescue -10%, EPAC1 agonist 10%, PI5P4K alpha inh 0, EPAC1 antag -29% and IL-2 act 0.3.
`COc1ccc(C(C)(NC(C)=O)c2nc(-c3cccc(F)c3)cs2)cc1` (stereo unspecified) gave Abeta yeast res 9%, PLK1 PBD inh -1%, WRN helicase inh -7%, FUS yeast rescue 20%, EPAC1 agonist 0%, PI5P4K alpha inh 1, EPAC1 antag -14% and IL-2 act -0.3.
N#Cc1ccc(C(=O)Nc2nnc(-c3ccccn3)o2)cc1 was read as Abeta yeast res 8%, PLK1 PBD inh -8%, WRN helicase inh inconclusive, FUS yeast rescue 15%, EPAC1 agonist 1%, PI5P4K alpha inh -14, EPAC1 antag -17% and IL-2 act 2.7.
Screening Cn1c(=O)[nH]c(=O)c2c1nc(N1CCCCC1)n2CC(O)CN1CCCCC1 (stereo unspecified) returned Abeta yeast res -1%, PLK1 PBD inh 0%, WRN helicase inh -12%, FUS yeast rescue 19%, EPAC1 agonist -5%, EPAC1 antag 15% and IL-2 act 1.0.

Among those listed so far, two have bromine.
For O=S(=O)(N/N=C1/CCCc2ccccc21)c1ccc(Br)cc1 the results were Abeta yeast res 15%, PLK1 PBD inh -12%, WRN helicase inh 3%, FUS yeast rescue 14%, EPAC1 agonist 13%, PI5P4K alpha inh 2, EPAC1 antag 4% and IL-2 act -2.3.
Screening O=C(Nc1cc(C(F)(F)F)ccc1N1CCCCC1)c1ccc(Br)o1 returned Abeta yeast res -5%, PLK1 PBD inh -3%, WRN helicase inh -1%, FUS yeast rescue 5%, EPAC1 agonist 8%, PI5P4K alpha inh 4, EPAC1 antag -5% and IL-2 act -2.8.

Next section
`COc1ccc(N2CCN(C(=O)c3ccc(NS(=O)(=O)c4ccc(F)c(F)c4)cc3)CC2)cc1` gave Abeta yeast res 20%, PLK1 PBD inh 1%&-3%, WRN helicase inh -9%, FUS yeast rescue inconclusive, EPAC1 agonist 4%, PI5P4K alpha inh -3, EPAC1 antag -10% and IL-2 act -1.5.
Screening COc1cccc(CNc2ncn[nH]2)c1OCc1ccc(F)cc1 returned Abeta yeast res 5%, PLK1 PBD inh -6%, WRN helicase inh -1%, FUS yeast rescue 2%, EPAC1 agonist 6%, PI5P4K alpha inh -8, EPAC1 antag 1% and IL-2 act -0.3.
COc1cccc(CNCc2ccc(OC)cc2OC)c1 was read as Abeta yeast res 6%, PLK1 PBD inh -5%, WRN helicase inh 0%, FUS yeast rescue -14%, EPAC1 agonist 18%, PI5P4K alpha inh -4, EPAC1 antag -23% and IL-2 act 1.4.
For COc1ccccc1N1CCN(S(=O)(=O)CCNC(=O)CC2CCCCC2)CC1 the results were Abeta yeast res 9%, PLK1 PBD inh 2%, WRN helicase inh -5%, FUS yeast rescue 21%, EPAC1 agonist -4%, PI5P4K alpha inh 1, EPAC1 antag -12% and IL-2 act -1.0.
`CC(C)(C)c1cccc(/C=N/O)c1O` gave Abeta yeast res -7%, PLK1 PBD inh -8%, WRN helicase inh -4%, FUS yeast rescue -2%, EPAC1 agonist 12%, PI5P4K alpha inh 3, EPAC1 antag -5% and IL-2 act -3.2.
`Cc1ccc(S(=O)(=O)NNC(=O)c2cccc(O)c2)cc1` gave Abeta yeast res -7%, PLK1 PBD inh -11%, WRN helicase inh 9%, FUS yeast rescue -1%, EPAC1 agonist 6%, PI5P4K alpha inh 1, EPAC1 antag 2% and IL-2 act -0.1.
For CCCS(=O)(=O)N1CCN(Cc2ccc([N+](=O)[O-])cc2)CC1 the results were Abeta yeast res 10%, PLK1 PBD inh 0%, WRN helicase inh -11%, EPAC1 agonist -2%, PI5P4K alpha inh 8, EPAC1 antag 1% and IL-2 act 0.0.
O=C(NNC(=O)c1cccc2ccccc12)c1ccc(Cl)cc1Cl was read as Abeta yeast res 22%, PLK1 PBD inh 0%, WRN helicase inh 2%, FUS yeast rescue 0%, EPAC1 agonist 1%, PI5P4K alpha inh 1, EPAC1 antag -10% and IL-2 act -0.4.
`COc1ccccc1NC(=O)CCc1c(C)nc2c(-c3ccc(F)cc3)c(C)nn2c1C` gave Abeta yeast res 2%, PLK1 PBD inh -15%, WRN helicase inh -2%, FUS yeast rescue 19%, EPAC1 agonist 8%, PI5P4K alpha inh 17, EPAC1 antag -2% and IL-2 act -1.3.
For c1ccc(-c2nc(-c3ccccn3)no2)cc1 the results were Abeta yeast res -36%, PLK1 PBD inh -10%, WRN helicase inh -4%, FUS yeast rescue -9%, EPAC1 agonist 9%, EPAC1 antag -3% and IL-2 act 0.3.
`Cc1ccccc1N(CC(=O)NCCc1ccccc1)C(=O)c1csnn1` gave Abeta yeast res 3%, PLK1 PBD inh -4%, WRN helicase inh 8%, FUS yeast rescue 4%, EPAC1 agonist 0%, PI5P4K alpha inh -3, EPAC1 antag 11% and IL-2 act 0.4.
For COC(=O)c1ccc(OCC(=O)Nc2nn(-c3ccccc3)nc2C(N)=O)cc1 the results were Abeta yeast res 7%, PLK1 PBD inh -9%, WRN helicase inh 4%, FUS yeast rescue inconclusive, EPAC1 agonist 5%, EPAC1 antag 3% and IL-2 act 4.4.
